Bioassay records (PubChem BioAssay)
INS promoter inh: inhibitors of insulin promoter-driven GFP, primary screen, imaging, TRM-6 cells (human fetal islet line), eGFP reporter, cell count. reporter expression induced with tamoxifen. inhibition, % at 2 µM. 0.9% of 130,000 active. AID 1273, 2008;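 active means inhibition above the mean plus 3 SD, with well images judged a real hit on visual review, cut at about 60% in these data, passing the limit was not always enough; inconclusive means inhibition over the cutoff but images rejected on review; inactive means inhibition not above the cutoff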
SDO1 yeast rescue: growth rescue of sdo1-depleted yeast, primary screen, S. cerevisiae, bone marrow failure model; S. cerevisiae sdo1-depleted JHY4D growth rescue, OD600 30 h; hits give high values; pdr5 snq2 efflux-pump mutant strain; z-score at 10 µM; 0.21% of 140,000 active;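 active means z-score above 3 at both the 24 hr and the 30 hr optical density reads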;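 further: z-score against mean and SD of all compound wells on the same plate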
SDO1 yeast rescue Rescue 24 h: further read-out of SDO1 yeast rescue, marked with its call; z-score; S. cerevisiae sdo1-depleted JHY4D growth rescue, OD600; measured here: growth rescue at 24 h;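 0 is the plate mean of compound wells and units are plate SD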
Starred values were filed as active, the others as inactive; ? = inconclusive; nt = no result given; [ ] = another dose, or the depositor's remark.

Compound	INS promoter inh	SDO1 yeast rescue	SDO1 yeast rescue Rescue 24 h
O=C(NCc1ccc2c(c1)OCO2)C1CCN(c2ncccn2)CC1	nt	0.13	-0.84
Cn1cnc([N+](=O)[O-])c1Oc1cccc2ccccc12	56	-0.73	-0.65
O=C(CN1C(=O)/C(=C\c2cccc(F)c2)Oc2ccccc21)N1CCN(c2ccccn2)CC1	-21	-0.44	0.42
Cc1ccc(C(=O)n2nnc3ccccc32)cc1[N+](=O)[O-]	40	-0.67	-0.09
O=C1ON=C(c2cccc([N+](=O)[O-])c2)/C1=C/c1ccc(O)cc1	-33	nt	nt
CCOC(=O)c1cc2n(n1)C(C(F)(F)C(F)(F)F)CC(C)N2 (stereo not given)	19	-0.38	-0.7
C=CCOC(=O)C1=C(C)NC(SCC(N)=O)=C(C#N)C1c1cccs1 (stereo not given)	57	0.44	-0.63
O=C(CCS(=O)(=O)Cc1ccc(Cl)cc1)NCCCN1CCN(c2ccccc2F)CC1	-36	0.45	0.09
N=c1nc(N)nc2n1NC(c1ccc(F)cc1)=CS2	39	-1.9	-1.1
Cc1ccccc1NC(=O)c1cccc(C(F)(F)F)c1	9	0.19	-0.02
Cc1cc(/C=C(/C#N)C(=O)O)c(C)n1CCC(C)C	32	0.55	0.45
COc1ccccc1N1CCN(C(=O)CSc2nc(C)c(Cc3ccccc3)c(=O)[nH]2)CC1	24	-0.25	0.02
O=C(NCc1ccccc1)c1cc(-c2cccs2)on1	7	-1.5	-1.1
COc1cc(C2C(C(=O)OCCC#N)=C(C)NC3=C2S(=O)(=O)c2ccccc23)cc(OC)c1OC (stereo not given)	nt	0.21	-0.03
CN(C)/C=N/C(=S)Nc1ccccc1F	-36	0.52	0
O=C(N/N=C/c1ccncc1)c1cc2c(ccc3ccccc32)o1	nt	-0.58	0.19
Cc1cccc(-[n+]2c(C)cc(C)c3c(=O)[nH]c(=O)[nH]c32)c1	nt	1.1	0.85
C/C(=N\NC(=O)CSCc1ccccc1Cl)c1cccc(NC(=O)c2ccccc2)c1	-67	-1.1	-0.41
CCn1nc(C)c(/C=C2\CCCC3=C2OC(N)=C(C#N)C3c2c(C)nn(CC)c2C)c1C (stereo not given)	nt	0.86	0.56
CN(Cc1ccccc1)C(=O)c1ccc(Cl)c([N+](=O)[O-])c1	-42	-1.7	-1
NC(=O)C1CCN(CC(=O)NCc2ccccc2)CC1	10	-0.65	-1.7
O=[N+]([O-])c1cccc(-c2nc(-c3ccccc3)no2)c1	-129	nt	nt
CCC(C)C(NC(=O)c1ccccc1NC(=O)c1ccc(OC)cc1)C(=O)NCc1ccco1 (stereo not given)	nt	-1.6	-0.58
CCN(c1ccccc1)S(=O)(=O)c1ccc(F)c(C(=O)O)c1	-19	1.4	0.63
O=C(COC(=O)C1CCC1)Nc1ccc(OC(F)F)cc1	nt	0.52	0.01
Cc1nc(NS(=O)(=O)c2ccc(Br)cc2)c2c3c(sc2n1)CCC3	-54	-0.13	0.41
CCOc1ccc2nc(NC3=NC(C)(C)C=C(C)N3)nc(C)c2c1	nt	-0.41	-1.6
CC(=O)CC1(O)C(=O)N(CN2CCN(c3ccccc3)CC2)c2ccccc21 (stereo not given)	nt	0.12	-0.54
O=C1c2ccccc2C(=O)c2c1ccc1c(=O)n(-c3ccccc3)[nH]c21	17	-0.43	1.4
COc1cccc(-c2nc(NCC3CCCO3)c3ccccc3n2)c1O (stereo not given)	-12	-1[10.8 µM]	0.1
COCCCNC(=O)/C=C1\Sc2ccccc2N(Cc2ccccc2F)C1=O	-38	nt	nt
Cc1ccc(NC(=O)C(C)NS(=O)(=O)c2ccc(F)cc2)cc1C (stereo not given)	-112	nt	nt

Copied from the list.
For SDO1 yeast rescue, `O=C(N/N=C/c1ccncc1)c1cc2c(ccc3ccccc32)o1` shows -0.58
For SDO1 yeast rescue Rescue 24 h, `CC(=O)CC1(O)C(=O)N(CN2CCN(c3ccccc3)CC2)c2ccccc21` (stereo not given) shows -0.54
For SDO1 yeast rescue, `Cc1cccc(-[n+]2c(C)cc(C)c3c(=O)[nH]c(=O)[nH]c32)c1` shows 1.1
For INS promoter inh, `O=C(CCS(=O)(=O)Cc1ccc(Cl)cc1)NCCCN1CCN(c2ccccc2F)CC1` shows -36

A draw from above in order of formula weight, ascending.
Compound	INS promoter inh	SDO1 yeast rescue	SDO1 yeast rescue Rescue 24 h
CCOc1ccc2nc(NC3=NC(C)(C)C=C(C)N3)nc(C)c2c1	nt	-0.41	-1.6
O=C1c2ccccc2C(=O)c2c1ccc1c(=O)n(-c3ccccc3)[nH]c21	17	-0.43	1.4
Cc1nc(NS(=O)(=O)c2ccc(Br)cc2)c2c3c(sc2n1)CCC3	-54	-0.13	0.41

(further entries)
Compound	INS promoter inh	SDO1 yeast rescue	SDO1 yeast rescue Rescue 24 h
N#C/C(=C/c1ccc([N+](=O)[O-])cc1)C(=O)Nc1ccccc1O	-28	-0.95	-1.1
Cc1ccc(NC(=O)Cn2c([N+](=O)[O-])cnc2C)cc1	-14	nt	nt
COc1cc(C)nc(Oc2ccc(OCc3ccccc3)nn2)n1	23	0.37	-0.15
Cc1ccc2[nH]c(=O)c(COC(=O)C3CCCO3)cc2c1 (stereo not given)	-12	1.4	0.88
CCNC(=O)C12CCC(C)(C(=O)C1Br)C2(C)C (stereo not given)	nt	0.26	-0.87
Cc1cc(NC(=O)c2ccc(S(=O)(=O)N(C)CC3CCCO3)cc2)no1 (stereo not given)	-414	nt	nt
COc1ccc(/C=N/Nc2cc(C)nc(-n3nc(C)cc3C)n2)cc1	nt	-1.1	-0.3
CCOc1ccc(NS(=O)(=O)c2ccc(N)cc2)cc1	-50	1.2	0.38
COc1ccc(Cc2nnc(NC(=O)c3ccco3)s2)cc1OC	nt	-0.88	-1.7
COc1ccc(-c2nc3ccccc3n2CCC(C)C)cc1OC	10	-1.1	0.05
CCCc1[nH]nc2c1C1(CCN(C(=O)OCc3ccccc3)CC1)C(C#N)=C(N)O2	-12	0.43	0.55
Cc1cc(C)n(-c2nc3ccccc3c(=O)n2OCC(N)=O)n1	31	1.2	0.8
COc1nc(C)nc2c1sc1nc3c(cc12)COC(C)(C)C3	-3	0.25	0.05
CCC(c1nnnn1CCOC)N(Cc1cc2cc(C)c(C)cc2[nH]c1=O)CC1CCCO1 (stereo not given)	30	1.3	0.81
CCc1ccccc1NS(=O)(=O)c1ccc2[nH]cc(C(=O)NC3CCCC3)c(=O)c2c1	17	0.85	-0.11
O=C(Nc1nc(-c2ccccc2)cs1)c1ccc2c(c1)S(=O)(=O)c1ccccc1C2=O	47	1.2	2.3
Cc1ccc(-c2nnc(-n3ncc(C#N)c3N)c3ccccc23)cc1C	nt	0.34	1.5
COc1ccc(/C=N\NC(=O)CC(=O)Nc2cccc(Cl)c2)cc1OC	35	nt	nt
COC(=O)c1scc(C)c1N/N=C(\C)c1cc(F)c(Cl)cc1F	18	0.52	0.49
COC(=O)c1cc(C#N)c(N2CCOCC2)nc1C	26	nt	nt
CC(=O)N(O)CCCCCNC(=O)CCC(=O)N(O)CCCCCNC(=O)CCC(=O)N(O)CCCCCN	27	0.84	0.04
CC(Sc1nc2ccccc2c(=O)n1Cc1ccco1)C(=O)c1ccccc1 (stereo not given)	nt	-0.73	-0.56
Cc1cccc2cc(COC(=O)c3ccccc3)c(=O)[nH]c12	-79	-0.43	0.93
CCCCCc1c(C)nc(N2CCOCC2)[nH]c1=O	nt	-0.5	-0.67
O=S(=O)(Nc1nc2ccccc2nc1Nc1ccc2c(c1)OCO2)c1ccc(F)cc1	nt	-0.46	-0.32
Cc1cc2nc(C3CCCN(C(=S)Nc4ccccc4)C3)[nH]c2cc1C (stereo not given)	3	0.76	1.8
CCOC(=O)c1ccc(NC(=O)CSc2nnc(COc3ccccc3OC)n2CC)cc1	-29	-0.54	0.38
N#Cc1c(NC(=O)c2cnccn2)sc2c1CCCC2	14	-0.19	-0.24
COc1ccc2c(c1OC)C(=O)N(c1cccc(C)c1)C2=O	nt	-0.93	-0.9
CC(=O)Oc1cccc(N2C(=O)C3C(C2=O)C2C=CC3C23CC3)c1 (stereo not given)	nt	0.41	0.09
CCCCc1ccc(-c2csc(/C(C#N)=C\c3ccco3)n2)cc1	38	-0.32	-1.1
Oc1c(C(Nc2nc3ccccc3s2)c2ccco2)ccc2cccnc12 (stereo not given)	nt	-1.1	-0.88

Additional compounds follow:
Structure | INS promoter inh | SDO1 yeast rescue | SDO1 yeast rescue Rescue 24 h
COc1ccc(-n2c(SCC(=O)Nc3nccs3)nnc2-c2ccoc2C)cc1 | nt | -0.82 | -0.54
CC(=O)Nc1c(C(=O)O)[nH]c2ccccc12 | -1 | 1.8 | 2.3
CC(C)C(C(=O)OCC(=O)c1ccccc1)N1C(=O)C2C3C=CC(C3)C2C1=O (stereo not given) | -58 | nt | nt
COc1ccc(O)c(CN2CCN(C/C=C/c3ccccc3)CC2)c1 | -22 | -1.3 | -0.98
COc1cccc(-c2nn(-c3ccccc3)cc2CN(C)Cc2ccon2)c1 | -33 | nt | nt
COC(=O)C1CCN(C(=O)NC(C)(C)C)CC1 | 44 | 2.5 | 0.97
N#CC(C(=O)NCCc1ccccc1)c1nc2ccccc2nc1N1CCCCC1 (stereo not given) | nt | -1.2 | 0.86
CC1=C(C(=O)Nc2ccccc2C)C(c2ccc(C)o2)N2C(=O)CSC2=N1 (stereo not given) | -67 | 0.96 | 0.86
O=C(Nc1nnc(-c2ccco2)s1)C1CCN(S(=O)(=O)c2ccc(Cl)cc2)CC1 | nt | -0.42 | 0.1
Cc1cc(C)c(C(=O)COC(=O)c2cccc(S(=O)(=O)NCc3ccccc3)c2)cc1C | nt | 0.45 | 0.77
O=C1C(C=NCc2ccco2)=C(O)c2ccccc21 | 33 | -0.39 | -0.61
CCCCn1c(=N)n(CCOc2ccc(C)cc2)c2ccccc21 | 0 | 1.2 | 0.65
CCCc1cc(=O)[nH]c(SCC(=O)c2cc(C)n(CCC)c2C)n1 | -18 | -0.12 | 0.11
CC1CC(C)CN(c2oc(-c3ccco3)nc2C#N)C1 (stereo not given) | -10 | -0.27 | -0.01
Oc1ccc(N=Cc2sc3ccccc3c2Cl)cc1 | 30 | 0.69 | -0.21
Clc1ccsc1-c1csc(-c2cccnc2)n1 | -12 | -1.4 | -0.72
O=[N+]([O-])c1cccc(-n2nnnc2CN2CCCCCC2)c1 | 0 | -1.1 | -0.75
COC(=O)c1cc(C#N)c(Oc2ccc(OC)cc2)nc1C | -15 | -1.3 | -1.3
CC(=O)Nc1cccc(NC(=O)CSc2nc3ccccc3o2)c1 | -42 | 0.84 | -0.56
Cc1ccc(C(=O)Nc2ccc(S(=O)(=O)NCc3ccco3)cc2)cc1 | 46 | 0.39 | 1.2
Cc1nn(Cc2ccccc2)c(Cl)c1/C=C/C(=O)OC(C(=O)NC(N)=O)C(C)C (stereo not given) | 42 | nt | nt
C=CCNC1=C(Cl)C(=O)N(c2cccc(Cl)c2Cl)C1=O | 11 | 0.44 | 0
O=[N+]([O-])c1cn(-c2nc(-c3ccco3)cc(C(F)(F)F)n2)cn1 | 41 | -1.3 | -1.8
C=CCOc1ccc(CNc2ccc3[nH]c(=O)[nH]c3c2)cc1 | 38 | nt | nt
CC(=O)NS(=O)(=O)c1ccc(N=c2ssc3c2-c2cc(C)c(C)cc2NC3(C)C)cc1 | -47 | 0.5 | 0.29
O=C(O)C1(P(=O)(c2ccc(Cl)cc2)c2ccc(Cl)cc2)CC1 | -5 | nt | nt
CC(C)NC(=S)N/N=C1\CCCCC1C1CCCCC1 (stereo not given) | -25 | -1.9 | -0.85
CN(C(=S)NC(=O)CCCOc1ccc(Cl)cc1Cl)c1ccccc1 | 0 | -0.91 | 0.42
COc1cc(S(=O)(=O)N2CCC(C(N)=O)CC2)c(C)cc1C | 25 | -0.47 | 1.4
CCOCCCNC(=O)c1cc(C)nn1-c1ccccc1 | nt | 0.13 | -0.31

Sorted by value in SDO1 yeast rescue Rescue 24 h (rising): 3 from the list above
Structure | INS promoter inh | SDO1 yeast rescue | SDO1 yeast rescue Rescue 24 h
CC(=O)Nc1cccc(NC(=O)CSc2nc3ccccc3o2)c1 | -42 | 0.84 | -0.56
CC(=O)NS(=O)(=O)c1ccc(N=c2ssc3c2-c2cc(C)c(C)cc2NC3(C)C)cc1 | -47 | 0.5 | 0.29
CN(C(=S)NC(=O)CCCOc1ccc(Cl)cc1Cl)c1ccccc1 | 0 | -0.91 | 0.42

Going on with the list.
Structure | INS promoter inh | SDO1 yeast rescue | SDO1 yeast rescue Rescue 24 h
Cc1ccc(NC(=O)CSc2nnc(-c3ccc(S(=O)(=O)N4CCCC4)cc3)o2)cc1C | 45 | -2 | -1.1
O=S(=O)(NCCSc1ccc(Cl)cc1)c1ccc2c(c1)OCCO2 | nt | -1.6 | 1
O=C(Nc1ccc(Cl)cc1C(=O)O)c1ccc2c(c1)C(=O)N(Cc1ccco1)C2=O | 11 | 1.1 | 0.05
O=S(=O)(c1ccc2c(c1)N(Cc1ccc(Cl)cc1)C1CCCN21)N1CCOCC1 (stereo not given) | 0 | 0.29 | 0.37
CCCN1C(=O)C2C(C(=O)Nc3cccc(OC)c3)C3C=CC2(O3)C1C(=O)NC1CCCCC1 (stereo not given) | 50 | 1.7 | 4
O=C(c1cccs1)N1CCN(S(=O)(=O)N2CCCCC2)CC1 | 10 | 1.8 | 3.3
COC(=O)c1ccccc1NC(=O)Cn1ccnc1 | -30 | 0.25 | -0.5
O=C(Nc1cc2ccccc2oc1=O)C1CCCCC1 | -29 | 0.35 | 0.34
CCOC(=O)N1CCN(C(=O)c2ccc3nc4ccsc4c(=O)n3c2)CC1 | ? | 1.2 | 0.93
NC(=O)[C@@H]1CCCNc2c(F)cc([N+](=O)[O-])cc2C(=O)N[C@@H](CO)C(=O)N[C@@H](Cc2ccc(O)cc2)C(=O)N1 | 23 | 0.58 | 0.77
CCCOC1OC(=O)c2c1ccc(OC)c2OC (stereo not given) | nt | 0.56 | 0.09

A portion of the library; the hit share may differ from the screen's.
